From PubChem
KOR beta-arrestin-1: KOR antagonists, beta-arrestin recruitment, cell-based, luminescence, uHTS (AID 1778). hit rate 0.091% among 290,000. KOR beta-arrestin recruitment, luminescence, antagonist mode; higher % means a stronger effect. one-dose inhibition, % at 10 µM; IC50 in µM for titrated hits; further: strong numbers were not always called active
XIAP antagonists: XIAP antagonists, biochemical, IAP family, fluorescence polarization (AID 1018) | XIAP BIR domain, fluorescence polarization peptide displacement; higher % means a stronger effect | hit rate 0.007% among 200,000 | displacement, % at 20 µM, or IC50 in µM where a hit was titrated; in the data active means displacement above about 50%; further: a part of the inactive calls stands beside numbers as strong as those of hits
TNAP activation fold: stimulation of alkaline phosphatase TNAP activity – biochemical, luminescent, no phosphate acceptor, uHTS, primary screen (AID 1001); hit rate 0.03% among 200,000; activation fold at 20 µM, or EC50 in µM where a hit was titrated; purified TNAP, luminescent activation assay, no phosphate acceptor; higher activation fold means a stronger effect; in the data active means activation fold from about 3, or a potency from the dose series; inactive means the rest, 99 in 100 with activation fold below about 1.6; further: many of its hits are not listed in these tables
NOD2 inhibition: NOD2 signaling inhibitors, cell-based, luminescence, uHTS, HEK293 (AID 1566); inhibition, % at 4 µM; hits with a dose series show EC50 in µM; HEK293 NOD2/NF-kB luciferase reporter, luminescence; higher % means a stronger effect; hit rate 0.63% among 290,000; further: many of its hits are not listed in these tables
KOR beta-arrestin-2: kappa opioid receptor activators – cell-based, luminescence, uHTS, primary screen (AID 1777). KOR beta-arrestin recruitment, luminescence; higher % means a stronger effect. activation, % at 10 µM; hits with a dose series show EC50 in µM. hit rate 0.02% among 280,000; in the data active means activation above about 50%, passing the limit was not always enough; further: a part of the inactive calls stands beside numbers as strong as those of hits
LYP inhibition: inhibitors of LYP phosphatase, biochemical, fluorescence intensity, uHTS (AID 1779); recombinant LYP phosphatase, fluorescence intensity; higher % means a stronger effect; inhibition, % at 11.5 µM; hits with a dose series show IC50 in µM; hit rate 0.054% among 290,000;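 further: plate controls were vehicle with enzyme for no effect and no enzyme for full effect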
human PMI inhibition: MPI enzyme activity inhibition – biochemical, fluorescence intensity, coupled assay, primary screen (AID 1209). one-dose inhibition, % at 20 µM; IC50 in µM for titrated hits. hit rate 0.42% among 190,000. purified PMI enzyme, coupled fluorescence intensity; higher % means a stronger effect;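 further: plate controls were DMSO vehicle for no effect and wells lacking substrate for full effect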
NOD1 NF-kB reporter: NOD1 signaling inhibitors, primary screen, cell-based, luminescence, uHTS (AID 1578); NOD1-driven NF-kB luciferase reporter cells, luminescence; higher % means a stronger effect; inhibition, % at 4 µM, or EC50 in µM where a hit was titrated; hit rate 1% among 290,000; in the data active means inhibition mostly above about 36%, no sharp cut-off; inactive means mostly below about 34%;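 further: HEK-293T reporter cells stimulated with the NOD1 agonist gamma-tri-DAP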
PMI inhibition: human PMI inhibitors, high substrate, primary screen, biochemical, fluorescence intensity, high mannose 6-phosphate (AID 1220). hit rate 0.66% among 190,000. inhibition, % at 20 µM, or IC50 in µM where a hit was titrated. recombinant PMI enzyme, coupled fluorescence intensity; higher % means a stronger effect
* hit, by the source's call; · = no result given; [ ] = remark or other dose. Unless noted, no stated cut-off is given here; in the data, active means inhibition above about 50%; inactive means the rest.

SMILES | KOR beta-arrestin-1 | XIAP antagonists | TNAP activation fold | NOD2 inhibition | KOR beta-arrestin-2 | LYP inhibition | human PMI inhibition | NOD1 NF-kB reporter | PMI inhibition
CCOc1ccc(NC(=S)NC23CC4CC(CC(C4)C2)C3)cc1 | -108%[20 µM] | · | · | 21% | 2.6% | -6% | · | -4% | ·
Cc1cc(NC(=O)CSc2nc3c(c(=O)n2-c2ccccc2)SC(C)C3)no1 (configuration not stated) | 16% | -2.6% | 1.1 | 14% | -1.8% | 2% | 15% | -17% | 10%
O=C(Cn1cc(C(F)(F)F)cc(Cl)c1=O)NCCc1ccc(Cl)cc1Cl | 40% | · | · | 10% | -1.1% | -6% | · | 4% | ·
NC(=O)CSc1nnc(-c2cccnc2)n1Cc1ccccc1 | -30% | -12% | 1.1 | -10% | 4.6% | -2% | 4% | -14% | 9%
O=C(Nc1ccc(Oc2ccsc2C(=O)O)cc1)c1ccccc1F | -18% | · | · | -2% | -3.3% | -5% | · | -3% | ·
CCOC(=O)N1CCN(c2nc(N(c3ccccc3)c3ccccc3)nc(-n3ccnc3)n2)CC1 | 9% | · | · | 20% | 6.8% | -8% | · | 10% | ·
COc1ccc([N+](=O)[O-])cc1NC(=O)C1CCCCC1C(=O)O (configuration not stated) | -8% | -5.7% | 1 | 1% | 4.0% | -2% | -3% | -28% | -3%
O=C(/C=C1\SC(=O)NC1=O)Nc1ccc(C(=O)O)cc1 | -20% | · | · | 14% | 5.2% | -1% | · | -8% | ·
CCOc1ccc(CNC(=O)CS(=O)(=O)Cc2nc(-c3ccc(OC)cc3)oc2C)cc1 | 9%[20 µM] | · | · | 10% | -3.4% | -12% | · | 16% | ·
COc1cc(CCC(=O)OCC(=O)Nc2c(F)cccc2F)cc(OC)c1OC | 23% | · | · | 12% | -4.6% | -5% | · | -17% | ·
Cc1ccc(-c2nc3ccccc3[nH]2)cn1 | -58%[20 µM] | · | · | -30% | 1.3% | -8% | · | -60% | ·
CC1=C(C(=O)Nc2ccccc2)C(c2cc(CN3CCOCC3)cs2)C2=C(CCCC2=O)N1 (configuration not stated) | -11% | 0.1% | 1.1 | 10% | 2.7% | -4% | -4% | -16% | 12%
COCCN1C=C2C(=O)C(C)(OC(=O)C3CCCC3)C(=O)C=C2C=C1c1ccsc1 (configuration not stated) | 17% | · | · | 10% | -3.7% | -7% | · | -2% | ·
CCCCOc1ccc(C2C(C(=O)c3ccc(C)o3)=C(O)C(=O)N2CC2CCCO2)cc1 (configuration not stated) | -33% | -6.8% | 1 | -2% | 2.2% | -6% | -16% | -3% | -1%
Nn1c(=O)[nH]c2ccccc2c1=O | 25% | -10% | 1 | 27% | 5.0% | -3% | -11% | 24% | -6%

Single records, from the list above.
`NC(=O)CSc1nnc(-c2cccnc2)n1Cc1ccccc1` is entered as KOR beta-arrestin-1: -30%; XIAP antagonists: -12%; TNAP activation fold: 1.1; NOD2 inhibition: -10%; KOR beta-arrestin-2: 4.6%; LYP inhibition: -2%; human PMI inhibition: 4%; NOD1 NF-kB reporter: -14%; PMI inhibition: 9%
`Nn1c(=O)[nH]c2ccccc2c1=O` is entered as KOR beta-arrestin-1: 25%; XIAP antagonists: -10%; TNAP activation fold: 1; NOD2 inhibition: 27%; KOR beta-arrestin-2: 5.0%; LYP inhibition: -3%; human PMI inhibition: -11%; NOD1 NF-kB reporter: 24%; PMI inhibition: -6%

Additional entries follow.
SMILES | KOR beta-arrestin-1 | XIAP antagonists | TNAP activation fold | NOD2 inhibition | KOR beta-arrestin-2 | LYP inhibition | human PMI inhibition | NOD1 NF-kB reporter | PMI inhibition
O=C(Nc1cc2c(cc1Br)OCCCO2)c1ccccc1 | 18% | -6.9% | 1.1 | -43% | -0.3% | -6% | -1% | -48% | -8%
COc1ccccc1OCc1nn[nH]n1 | -29%[20 µM] | · | · | -2% | 0.9% | -3% | · | -30% | ·
COC(=O)c1nn(-c2ccc(Oc3ccccc3)cc2)c(=O)cc1O | 3% | -11% | 1.1 | 10% | -5.8% | 3% | -16% | -18% | -2%
C=C(C)CSc1nnc(CCNC(=O)OC(C)(C)C)o1 | -19% | 0.2% | 1.1 | -4% | 9.6% | -8% | 2% | -14% | 7%
CCCCN(CCCC)NC(=O)c1ccccc1 | 4% | -8.8% | 1.1 | 7% | -4.7% | -7% | -3% | -5% | 0%
CC1Cc2ccccc2N1C(=O)c1cc2c(=O)n3ccccc3nc2n1C (configuration not stated) | -4% | -5.1% | 1 | 2% | 0.1% | -1% | 10% | 29% | 12%
Cc1ccccc1Nc1scc(-c2ccc(Cl)cc2)[n+]1-c1ccccc1C | 12% | -4.2% | 1 | 9% | -1.3% | 10% | -14% | -19% | -14%
CC(C)(C)c1ccc(C(=O)C2CCCN(C(=O)C3CCOCC3)C2)cc1 (configuration not stated) | -16%[20 µM] | -7.1% | 1 | 24% | · | -7% | · | -13% | ·
COc1ccc(S(=O)(=O)N(C)CC(=O)Nc2cccc(C(C)=O)c2)cc1Cl | -1% | -3.3% | 1.1 | 2% | -1.4% | -8% | -4% | -4% | -4%
O=C(NN=C1CCCC1)c1cc(Br)ccc1O | -1% | · | · | -6% | 0.6% | -5% | · | -59% | ·
O=C(C1=C[C@H](C2CC2)C[C@H](OCc2ccc(CO)cc2)O1)N1CCN(Cc2ccc3c(c2)OCO3)CC1 | -12% | -1.2% | 1.1 | 1% | -4.9% | -5% | 12% | -1% | 8%
O=C(NCCCc1ccccc1)C1CCC(=O)N(Cc2ccc(Cl)cc2)C1 (configuration not stated) | 9% | · | · | 6% | -3.9% | -15% | · | -16% | ·
COc1ccc(NC(=O)CN(C)C(=O)c2ccc(C)s2)cc1 | -26% | -2.3% | 1.1 | 3% | 1.4% | -4% | -3% | 6% | 3%
Cc1nn(-c2ccccc2)c2c1C(c1ccc([N+](=O)[O-])cc1)C(C#N)=C(N)O2 (configuration not stated) | -1% | · | · | 15% | -4.5% | -4% | · | 0% | ·
COc1ccc([N+](=O)[O-])cc1NCc1ccccc1C | 16% | -2.8% | 0.9 | -14% | -1.2% | -4% | 8% | 2% | 11%

Results in LYP inhibition, NOD2 inhibition and XIAP antagonists, for 3 of the compounds above:
molecule,LYP inhibition,NOD2 inhibition,XIAP antagonists
O=C(NN=C1CCCC1)c1cc(Br)ccc1O,-5%,-6%,·
Cc1nn(-c2ccccc2)c2c1C(c1ccc([N+](=O)[O-])cc1)C(C#N)=C(N)O2 (configuration not stated),-4%,15%,·
O=C(Nc1cc2c(cc1Br)OCCCO2)c1ccccc1,-6%,-43%,-6.9%

Continuation:
SMILES | KOR beta-arrestin-1 | XIAP antagonists | TNAP activation fold | NOD2 inhibition | KOR beta-arrestin-2 | LYP inhibition | human PMI inhibition | NOD1 NF-kB reporter | PMI inhibition
CC(C)(C)OC(=O)NC1CCN(S(=O)(=O)c2ccc3c(c2)OCCO3)CC1 | 10%[20 µM] | · | · | 22% | -0.9% | -12% | · | -12% | ·
CSc1nsc(SCC(=O)Nc2ccc(NC(C)=O)cc2)n1 | -38% | · | · | -7% | -2.7% | -4% | · | -30% | ·
Cc1ccc2nc(SCC(=O)NCc3ccco3)[nH]c2c1 | 12% | -4.9% | 1.1 | 17% | -3.4% | -10% | 0% | -8% | -4%
CS(=O)(=O)N(CC(=O)NCc1ccc(Cl)cc1)C1CCCCC1 | -9% | -5.6% | 1 | -3% | 0.2% | 0% | -1% | -29% | -2%
COc1ccc(/C=C/C(=O)N(C)c2ccccc2C(=O)O)cc1 | -33% | -1.9% | 1 | -1% | -3.7% | 3% | -15% | -21% | -4%
O=C(N/N=C/c1ccncc1)NC1CCCCC1 | 7% | -4.6% | 1.1 | 6% | -1.0% | -2% | -1% | -16% | 10%
COc1ccc2nc(NC(=O)CSc3nnc(C)n3N)sc2c1 | 17% | · | · | -79% | -5.2% | 0% | · | -6% | ·
Cc1ccc(-n2nnnc2SCC(=O)c2cc(C)n(CC3CCCO3)c2C)cc1 (configuration not stated) | -2% | -5.0% | 0.9 | 21% | -1.0% | -1% | -11% | -28% | -8%
COC(=O)c1ccccc1NC(=O)C(C)c1ccc([N+](=O)[O-])cc1 (configuration not stated) | 6% | -2.9% | 1.2 | 2% | -3.2% | -4% | 11% | -25% | 14%
CCC(C(=O)Nc1cc(F)ccc1F)n1nc(C)c2c(C)n(-c3ccc(C)cc3)nc2c1=O (configuration not stated) | 5% | · | · | 32% | 6.5% | 7% | · | 0% | ·
CCS(=O)(=O)N1CCN(c2cnn(-c3ccccc3)c(=O)c2Cl)CC1 | -36%[20 µM] | -14% | 1 | 9% | 1.2% | -11% | -1% | 36% | 1%
COc1ccc(N(C(=O)C2CCCCC2)S(=O)(=O)c2cccc3cccnc23)cc1 | 18% | -6.8% | 1 | -6% | -1.4% | -1% | 27% | -36% | 19%
O=C1CN(C(=O)CN2CCOCC2)C(c2ccccc2)c2cc(Br)ccc2N1 (configuration not stated) | -20% | -3.0% | 1.2 | 4% | 2.2% | -1% | -2% | -9% | 3%
Cc1ccc(C(=O)N(c2ccccn2)C(C)c2ccco2)cc1C (configuration not stated) | 21% | -5.6% | 1 | 9% | 1.0% | -6% | 2% | -2% | 0%
N#Cc1ccc(-c2ccc(OCC(O)CN3CCOCC3)cc2)cc1 (configuration not stated) | -15%[20 µM] | -4.8% | 1.1 | -5% | · | -8% | 11% | -35% | 7%
Cn1cc(C(=O)N2CCN(c3ccccc3)CC2)c(=O)c2cc(S(=O)(=O)N3CCCC3)ccc21 | -4% | · | · | 12% | -1.5% | -10% | · | -15% | ·
Cc1ccc(CNC(=O)C(C)OC(=O)c2cccs2)cc1 (configuration not stated) | -27% | -3.8% | 0.9 | -10% | 3.3% | -1% | -13% | -39% | -3%
O=C(Nc1nc2c(F)cc(F)cc2s1)C1CC1 | -29%[20 µM] | · | · | -11% | -3.6% | -12% | · | 0% | ·
Cc1ccsc1/C=C(\C#N)C(=O)NCc1cccnc1 | -21% | 0.0% | 1.1 | -5% | 1.0% | 6% | 4% | -27% | -4%
COC(=O)[C@H](Cc1ccccc1)NC(=O)N1CCN(c2ccccc2)CC1 | 11% | · | · | 20% | -1.5% | -4% | · | -3% | ·
Cc1ccc(Nc2cc(C)nc3ccc(C)cc23)cc1 | -33%[20 µM] | · | · | 19% | 9.3% | -3% | · | 15% | ·
Clc1ccc2[nH]cc(-c3nnnn3-c3ccc4ccccc4c3)c2c1 | 9% | -1.1% | 1.2 | 29% | 8.7% | 3% | 6% | 4% | 9%
Cc1cc(=S)[nH]c(=S)[nH]1 | -2% | · | · | -5% | -0.8% | -5% | · | -11% | ·
CN1N=C(C(=O)NC2CCCc3c2cnn3-c2ccc(F)cc2F)CCC1=O (configuration not stated) | -12% | · | · | 18% | 2.2% | -7% | · | -7% | ·
Cc1cc(=O)oc2c3c(cc(OCC(=O)NCCCn4ccnc4)c12)OC(C)(C)CC3 | 2%[20 µM] | · | · | 9% | -0.1% | -22% | · | -13% | ·
O=C1/C(=C/c2cccc(F)c2)CSc2sccc21 | 23% | -8.3% | 1.1 | -3% | -4.1% | 2% | 1% | -21% | 2%
CC(=O)c1c(C)[nH]c(-c2ccccc2)nc1=S | -8% | · | · | 21% | -0.7% | -4% | · | 5% | ·
CC(C)Oc1ccc2c3c(c(=O)oc2c1)CCC3 | 18% | -2.2% | 1 | -8% | -0.4% | -6% | -5% | -9% | 4%
O=C(CN1C(=O)c2cccc3cccc(c23)C1=O)N1CCCCCC1 | -22% | -7.0% | 1 | -21% | 4.6% | -6% | 3% | -2% | -2%
CC(=O)/C(=C\Nc1ccc(OCc2ccccc2)cc1)c1ccccc1 | 33% | -12% | 1 | -14% | -3.1% | 4% | 20% | -19% | 20%

Only part of the results is shown; rates above refer to the full screens.
